# LDHA inh – blocks human lactate dehydrogenase A. purified LDHA, NADH/diaphorase-resazurin fluorescence; stronger effect = lower value. activity change, % (values are at about 110 or 230 µM). actives 0.15% (n = 480,000). AID 1347041; in the data active = activity change below about -30%; inconclusive = mostly about -25% to -30%;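 note: plate controls were DMSO wells for no effect and wells without enzyme for full effect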
#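 Human LDH5 (2 nM) was incubated with 0.06 mM NADH and 0.2 mM pyruvate for 5 min at room temperature in Tris pH 7.4. Remaining NADH was coupled through diaphorase/resazurin, and resorufin fluorescence was read at 0 and 20 min.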
# TrxR1 substrate – is turned over as a substrate by rat TrxR1. O89049. Potency, µM (titrated, usually from 114 µM), for the others: top-dose activity change, negative = substrate turnover. actives 0.01% (n = 390,000). purified TrxR1 substrate turnover, NADPH consumption readout; note: potency is the fitted concentration of half-maximal effect; % is set by controls: 0 for no effect and ±100 for the full control effect; nearly all actives have a fitted effect of over 50% in size
#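 Rat TrxR1, dispensed at 90 nM, was prereduced with 400 uM NADPH (final) for 5 min at ~22 deg C, then incubated with compound 15 min before 400 uM selenite. A first-read NADPH fluorescence drop versus no-compound background flagged substrates.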
# USP1 inh – inhibitors of human USP1/UAF1 deubiquitinase; recombinant USP1/UAF1, Ub-Rhodamine cleavage fluorescence; Potency, µM (doses to about 57.1 µM), inactives show top-dose activity change, negative = inhibition, usual class: inhibitors; actives 0.23% (n = 390,000); note: potency is the fitted concentration of half-maximal effect; % is set by controls: 0 for no effect and ±100 for the full control effect; nearly all actives have a fitted effect of over 60% in size; inactives centre near -12
#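 1 nM enzyme complex + cpd, 15 min RT; start with Ub-Rho 150nM final; kinetic fluorescence ex 480/em 540, 6 reads q60 s. Buffer 50mM HEPES pH 7.8, 0.5mM EDTA, 0.1 mg/ml BSA, 1mM TCEP, 0.01% Tween-20.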
# Vif-A3F inh – inhibitors of Vif-A3F interaction; actives 0.2% (n = 390,000); HeLa A3F-eYFP + Vif (tagged APOBEC3F with the HIV-1 protein that degrades it), YFP fluorescence increase; AID 602313; Potency, µM (highest dose often 46.1 µM), inactives show at the highest dose activity, negative = active; note: potency is the fitted concentration of half-maximal effect; % of control where 0% means no effect; nearly all actives have a fitted effect of over 65% in size
#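 HeLa cells stably expressing A3F-eYFP plus Vif, plated and incubated overnight at 37 deg C, then exposed to compounds overnight at 37 deg C. Blocked degradation read as raised yellow fluorescence (Ex 488/Em 500-530).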
# TrxR1 inh – inhibitors of rat thioredoxin reductase 1. O89049. recombinant rTrxR1, NADPH fluorescence consumption, selenite substrate. Potency, µM (doses to about 114 µM), for inactives: at the highest dose activity change, negative = inhibition, actives largely listed as inhibitors. actives 1% (n = 390,000); note: potency is the fitted concentration of half-maximal effect; % is set by controls: 0 for no effect and ±100 for the full control effect; nearly all actives have a fitted effect of over 65% in size
#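 Rat TrxR1 (90 nM in the dispensed reagent) was pre-reduced with 400 uM NADPH for 5 min at room temperature, then incubated with compound for 15 min. After 400 uM selenite was added, NADPH fluorescence (Ex 340/Em 450 nm) was followed for 8 min.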
# Vif-APOBEC3G blk – inhibitors of Vif-APOBEC3G interaction; AID 602310; HeLa A3G-eYFP + Vif (tagged APOBEC3G with the HIV-1 protein that degrades it), YFP fluorescence, overnight; actives 0.076% (n = 410,000); Potency, µM (titrated, usually from 46.1 µM), for inactives: top-dose activity, negative = active, most hits filed as inhibitors; Q9HC16;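 note: potency is the fitted concentration of half-maximal effect; % is set by controls: 0 for no effect and ±100 for the full control effect; nearly all actives have a fitted effect of over 60% in size; hits raise eYFP signal because A3G escapes Vif-driven loss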
# Target sequence (Q9HC16 whole entry, looked up): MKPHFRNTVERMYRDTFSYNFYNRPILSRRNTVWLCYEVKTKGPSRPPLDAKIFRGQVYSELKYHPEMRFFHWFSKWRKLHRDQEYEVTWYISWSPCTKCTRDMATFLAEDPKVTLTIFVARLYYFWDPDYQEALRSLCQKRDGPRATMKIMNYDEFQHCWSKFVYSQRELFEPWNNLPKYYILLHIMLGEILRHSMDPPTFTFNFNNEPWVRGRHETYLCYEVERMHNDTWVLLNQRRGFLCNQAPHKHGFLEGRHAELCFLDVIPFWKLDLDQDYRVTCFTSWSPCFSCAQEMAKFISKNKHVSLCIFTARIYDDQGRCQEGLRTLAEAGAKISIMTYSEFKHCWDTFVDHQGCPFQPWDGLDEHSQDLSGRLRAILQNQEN
#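 Read-out is eYFP fluorescence (Ex 488/Em 500-530) from Vif-expressing HeLa A3G-eYFP cells; more signal means A3G escaped Vif-mediated degradation. Cells plated overnight, compound pinned in, incubated overnight at 37 deg C.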
# mIDH1 inhibitor – inhibitors of human mutant IDH1 R132H; IDH1-R132H enzyme, NADPH consumption, diaphorase/resazurin fluorescence; Potency, µM (doses to about 76.6 µM), for the others: top-dose activity change, negative = inhibition, actives largely listed as inhibitors; actives 0.093% (n = 390,000); note: potency is the fitted concentration of half-maximal effect; % is set by controls: 0 for no effect and ±100 for the full control effect; nearly all actives have a fitted effect of over 65% in size
# Target sequence (O75874 whole entry R132H, stated change not applied): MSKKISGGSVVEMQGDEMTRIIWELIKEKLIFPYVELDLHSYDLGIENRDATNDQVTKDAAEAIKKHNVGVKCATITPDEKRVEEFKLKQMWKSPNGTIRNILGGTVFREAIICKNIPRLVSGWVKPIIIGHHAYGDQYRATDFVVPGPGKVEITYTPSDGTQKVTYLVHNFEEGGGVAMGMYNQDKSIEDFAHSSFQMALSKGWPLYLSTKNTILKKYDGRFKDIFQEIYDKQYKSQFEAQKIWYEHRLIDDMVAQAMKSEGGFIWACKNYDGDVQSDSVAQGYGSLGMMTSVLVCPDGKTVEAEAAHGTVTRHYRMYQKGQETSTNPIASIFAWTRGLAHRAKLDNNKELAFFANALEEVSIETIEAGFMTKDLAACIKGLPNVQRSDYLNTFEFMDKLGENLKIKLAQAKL
#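 IDH1-R132H (0.5 ug/mL) preincubated 30 min with compound, then NADPH (0.016 mM) and alpha-KG (2 mM) added; 80 min at RT, pH 7.5. Remaining NADPH coupled via diaphorase/resazurin to fluorescence (540/590 nm); concentration-response curves normalized to no-enzyme control.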
# RGS4 inhibitor – blocks human RGS4-accelerated GTP hydrolysis | Transcreener GDP fluorescence polarization, RGS4-accelerated GTP hydrolysis | Potency, µM (top dose mostly 114 µM), without a hit: at the highest dose activity change, negative = inhibition, actives largely listed as inhibitors | actives 0.039% (n = 390,000); note: potency is the fitted concentration of half-maximal effect; % is set by controls: 0 for no effect and ±100 for the full control effect; nearly all actives have a fitted effect of over 75% in size; some results filed as inactive show a strong effect at the top dose
# Target sequence (P49798 whole entry, looked up): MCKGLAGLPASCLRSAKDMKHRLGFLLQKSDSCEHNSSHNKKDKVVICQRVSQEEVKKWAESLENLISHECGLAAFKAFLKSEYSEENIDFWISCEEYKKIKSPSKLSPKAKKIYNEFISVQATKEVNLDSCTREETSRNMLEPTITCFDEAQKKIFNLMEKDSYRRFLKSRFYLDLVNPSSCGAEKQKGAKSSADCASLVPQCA
#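 MLSMR compounds (23 nl, pin-transferred) preincubated 10 min at room temperature with a 500nM (2x) first reagent, then RGS4 at 900nM (2x) plus Transcreener GDP mix added; fluorescence polarization (620/688 nm) read before and after 90 min at 30 °C.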
# GRP78 ERSR act – inducers of ER stress response in human glioma cells; U87-MG GRP78 promoter luciferase reporter, 16 h; Potency, µM, inactives show at the highest dose activation, usual class: activators; actives 0.02% (n = 420,000); AID 602332; note: potency is the fitted concentration of half-maximal effect; series mostly up to about 76 µM; % of control where 0% means no effect; nearly all actives have a fitted effect of over 35% in size
#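 Stably transfected U87-MG glioma cells carrying a GRP78-based luciferase sensor; 16 h compound incubation. Luminescence end-point read 10 min after Bright-Glo addition at room temperature.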
# Starred values were filed as active, the others as inactive; ? = inconclusive; & = joins results of further samples; [ ] = another dose, or the depositor's remark. Unless noted, calls come from the whole dose curve; as a rule, active = well fitted curve in the direction sought with a large enough effect; inconclusive = small, poorly fitted or top-dose-only effect, or another doubt; inactive = no such curve, though single readings can be large; an effect the other way counts as inactive or inconclusive.
SMILES,LDHA inh,TrxR1 substrate,USP1 inh,Vif-A3F inh,TrxR1 inh,Vif-APOBEC3G blk,mIDH1 inhibitor,RGS4 inhibitor,GRP78 ERSR act
OC(CN1CCOCC1)CN1CCOCC1,-3.7&-5.8,-5.3%&4.8%,-10.2%,0.6%,?,-6.5%&-1.9%,4.9%,5.0%,-3.3%&-3.6%
CC(C)(C)c1ccc(C(=O)NCCCNC(=O)c2cccnc2)cc1,-11.1,8.2%,-17.8%,11.9%,14.6%,5.0%,-2.9%,2.8%,-2.4%
C=C1C2(C(=O)Nc3ccc(SC(F)F)cc3)CCC(C2)C1(C)C (stereo unspecified),-5.3,-6.8%,-8.3%,6.8%,-10.1%,0.2%,8.1%,-4.5%,-4.1%
Cc1onc(-c2ccccc2)c1C(=O)N1CCN(Cc2ccccc2)CC1,0.8,-6.4%,-16.5%,7.3%,?,0.7%,8.3%,13.0%,0.3%
CCOC(=O)c1c(NC(=O)Nc2cccc(Cl)c2)sc(C)c1C,-4.1,18.2%,0.5%,-7.9%,21.2%,0.2%,-3.3%,-23.1%,-4.5%
Cc1ccc[n+](-c2nc3ccccc3nc2[N-]S(=O)(=O)c2ccccc2)c1,-7.1,-9.0%,-22.3%,?,-7.3%,-0.6%,8.7%,2.0%,-2.6%
Cc1cccc(NC(=O)Cn2c(=O)n3nc(CCn4nc(C)cc4C)nc3c3ccccc32)c1,-2.4,5.4%,-15.8%,1.2%,15.8%,-0.6%,1.2%,13.6%,-3.4%
CCOC(=O)C(CC)Sc1c(CC)cnc2c1c(=O)n(C)c(=O)n2C (stereo unspecified),-4.4,3.9%[57.1 µM],-18.5%,-6.2%,23.5%[57.1 µM],0.7%,-0.8%,-10.7%,-0.7%
O=[n+]1cc(-c2cccc3ccccc23)n([O-])c2c1CCC2,-2.5,-11.4%,-20.5%,-8.4%,16.0%[57.1 µM],-3.2%,2.3%,1.7%[11.4 µM],-5.9%
Cc1ccc2nc(NC(=O)CCn3c(=O)sc4ccccc43)sc2c1,-6.9,-6.2%[57.1 µM],-18.9%,2.0%,-5.7%[57.1 µM],0.2%,0.4%,-18.6%,-1.9%
COc1ccc(S(=O)(=O)NCC(=O)N(CC(=O)NCc2ccccc2)Cc2ccco2)cc1,-3.0,-5.9%,-15.8%,9.7%,0.5%[57.1 µM],5.6%,1.5%,-1.1%,-2.9%
CCOc1ccccc1NC(=O)C(OC(=O)c1cnccn1)c1ccccc1 (stereo unspecified),-4.8,-6.3%,-9.7%,10.4%,-5.2%,-3.3%,3.0%,-6.8%,-7.0%
COc1ccc(NC(=O)[C@@H](NC(=O)c2ccccc2F)C(C)C)cc1S(=O)(=O)N1CCOCC1,0.2,8.1%[57.1 µM],-4.5%,4.8%,12.0%[57.1 µM],0.1%,4.3%,-11.7%,-4.3%
CC(=O)N1c2ccc(S(=O)(=O)NCCC(=O)NC3CCCC(C)C3C)cc2CC1C (stereo unspecified),2.8,8.5%,-14.9%,0.1%,15.7%,3.2%,0.2%,-1.8%,-2.3%
NC(N)=NS(=O)(=O)c1ccc(NC(=S)NC(=O)c2ccncc2)cc1,-8.0,-3.2%,-3.7%,-17.3%,?,-0.7%,6.2%,-19.3%,-0.9%
COc1ccc(N2C(=O)CC(N3CCN(S(=O)(=O)c4cc(C)ccc4C)CC3)C2=O)cc1 (stereo unspecified),-1.7,1.1%[57.1 µM],-28.8%,-2.6%,5.4%[57.1 µM],-6.0%,-4.1%,19.1%,-4.8%
COc1cc2c(cc1OC)C(C(=O)Nc1cc(C)c(OC)c(C)c1)CC(=O)N2 (stereo unspecified),-0.5,13.2%[57.1 µM],0.7%,8.6%,41.0%,0.5%,8.6%,3.7%,-3.9%
COc1ccc(C)cc1NC(=O)CN(C)S(=O)(=O)c1ccc2c(c1)n(C)c(=O)c(=O)n2C,-1.4,1.0%,-21.9%,14.5%,9.2%,-4.1%,-2.8%,17.5%,-2.3%
O=C1OC(c2ccccc2)c2ccccc21 (stereo unspecified),-11.4,7.6%[57.1 µM],-12.5%,-8.4%,15.7%[57.1 µM],-6.1%,14.0%,2.4%,-3.6%
CCOc1ccc(CNC(=O)C2Cc3ccccc3N2C(=O)CC)cc1OC (stereo unspecified),2.1,1.0%[57.1 µM],-16.0%,4.3%,13.3%[57.1 µM],2.5%,-5.0%,6.3%,-2.5%
COc1ccc(N(CC(=O)NCc2ccco2)S(=O)(=O)c2ccc(C)cc2)cc1OC,-7.9,7.8%[0.0914 µM],-19.4%,7.1%,6.5%[57.1 µM],0.0%,-9.3%,-33.1%,-2.5%
O=C(/C=C/c1ccccc1)NCC(=O)N/N=C/c1ccco1,-2.9,0.9%,-15.5%,-0.9%,21.0%,-11.8%,-2.9%,-5.9%,-5.2%
CCNC(=S)N=Nc1c(O)n(Cc2ccc(Cl)cc2)c2ccccc12,-4.2,6.6%[57.1 µM],-20.0%,-27.3%,15.7%[57.1 µM],2.4%,-0.8%,-10.9%,-4.1%
Cc1nn(-c2ccccc2)c(N)c1N=Nc1cccnc1,-4.9,-11.5%,-14.0%,2.4%,-6.3%,-0.1%,-1.6%,4.6%,3.5%
Oc1ccccc1C1=Nc2ncnn2C(c2ccccc2)C1 (stereo unspecified),-5.7,4.7%[57.1 µM],-7.6%,0.9%,?,0.1%,3.9%,20.2%,-4.8%
Cc1ccc(O)c(Nc2nc3ccccc3c3nncn23)c1,-6.5,-5.6%,0.1%,?,6.9%,-1.0%,-9.2%,32.0%,-3.3%
Oc1ccccc1Cn1nnc2ccccc21,-6.2,2.5%,-14.4%,-0.3%,11.0%,-0.7%,-13.2%,8.7%,-0.4%
CN(C(=O)CNc1ccccc1Cl)C1CCS(=O)(=O)C1 (stereo unspecified),-10.1&1.4,-12.0%,-20.3%,-6.2%,-26.6%,-9.8%,4.2%,4.5%,-4.9%
COc1cc(NS(=O)(=O)c2ccc(Cl)cc2)c(C(=O)O)cc1OC,-4.2,8.2%,-24.0%,-0.8%,9.4%,-2.6%,1.6%,12.3%,-4.2%
C=CCn1c(SCC(=O)NC(=O)c2cccc([N+](=O)[O-])c2)nnc1-c1ccccc1,0.1,-2.0%,5.0%,-15.6%,4.8%,0.5%,3.5%,20.0%,-3.9%

# Quoted at random: three records from the list.
SMILES,LDHA inh,TrxR1 substrate,USP1 inh,Vif-A3F inh,TrxR1 inh,Vif-APOBEC3G blk,mIDH1 inhibitor,RGS4 inhibitor,GRP78 ERSR act
Cc1ccc(O)c(Nc2nc3ccccc3c3nncn23)c1,-6.5,-5.6%,0.1%,?,6.9%,-1.0%,-9.2%,32.0%,-3.3%
CCNC(=S)N=Nc1c(O)n(Cc2ccc(Cl)cc2)c2ccccc12,-4.2,6.6%[57.1 µM],-20.0%,-27.3%,15.7%[57.1 µM],2.4%,-0.8%,-10.9%,-4.1%
COc1cc2c(cc1OC)C(C(=O)Nc1cc(C)c(OC)c(C)c1)CC(=O)N2 (stereo unspecified),-0.5,13.2%[57.1 µM],0.7%,8.6%,41.0%,0.5%,8.6%,3.7%,-3.9%

# The listing continues.
SMILES,LDHA inh,TrxR1 substrate,USP1 inh,Vif-A3F inh,TrxR1 inh,Vif-APOBEC3G blk,mIDH1 inhibitor,RGS4 inhibitor,GRP78 ERSR act
COC(=O)c1cc(S(=O)(=O)NCCc2cccc(C)c2)cn1C,-5.2,4.4%,-8.0%,0.5%,9.2%,10.1%,-9.9%,17.4%,-2.7%
COc1ccc(NC(=O)CN2CCCN(S(=O)(=O)c3ccc(F)cc3)CC2)c(OC)c1,-7.1,4.1%,-17.3%,0.2%,14.8%,-1.0%,-2.8%,12.1%,-0.7%
CCOC(=O)CSc1nc2cc3c(cc2c(=O)n1CCCCCC(=O)NCc1ccc2c(c1)OCO2)OCO3,3.5,-3.0%[57.1 µM],-26.0%,9.8%,5.3%[57.1 µM],-2.5%,1.5%,37.8%,-2.3%
CS(=O)(=O)N(Cc1ccccc1)c1ccc(C(=O)NC2CCCCC2O)cc1 (stereo unspecified),1.4,-24.7%[57.1 µM],-15.0%,0.7%,-1.3%[57.1 µM],-0.2%,0.0%,-8.9%,0.4%
COC(=O)CCC(=O)c1oc2ccc(OC)cc2c1N,0.1,11.1%[57.1 µM],6.7%,4.7%,7.5%[57.1 µM],0.2%,6.5%,-14.4%,-8.5%
COc1ccccc1NS(=O)(=O)c1cc(C(=O)NCCC(C)C)ccc1F,-6.9,-8.9%,-2.1%,6.2%,-11.8%,1.3%,3.1%,-5.5%,-3.5%
O=C(COc1ccccc1)OCc1cc2ccccc2[nH]c1=O,-3.9,6.8%,-15.1%,-9.1%,16.8%[57.1 µM],3.5%,7.4%,9.6%,-3.2%
O=C1C2CCCN2C(c2cccc(F)c2)N1c1cccc(Cl)c1 (stereo unspecified),-9.0,9.5%,-10.1%,-2.2%,25.7%,-1.2%,-12.5%,-11.9%,-3.6%
Cc1cc(C)cc(C(=O)NCC(=O)N2CCN(c3cccc(Cl)c3)CC2)c1,0.2,-1.0%,-19.4%,-20.7%,15.7%,0.0%,5.1%,-5.9%,-3.0%

# Compound activity from PubChem BioAssay.

# Some of the compounds tested; the hit share may differ from the screen's.
